proCasp3 act – activators of human procaspase-3 D3A mutant, primary screen, biochemical, absorbance, PC-3 D3A mutant, single concentration; Caspase-3 (Homo sapiens), P42574; 330,000 tested, 0.11% active; recombinant procaspase-3 D3A, Ac-DEVD-pNA absorbance 405 nm; activation, % at 8.5 µM;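 active = activation above the mean of all tested compounds plus 3 SD, cut at about 21% in these data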;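 note: 0% = DMSO alone and 100% = DMSO wells spiked with extra 5 µM PC-3 D3A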
Target sequence (P42574 whole entry D9A/D28A/D175A): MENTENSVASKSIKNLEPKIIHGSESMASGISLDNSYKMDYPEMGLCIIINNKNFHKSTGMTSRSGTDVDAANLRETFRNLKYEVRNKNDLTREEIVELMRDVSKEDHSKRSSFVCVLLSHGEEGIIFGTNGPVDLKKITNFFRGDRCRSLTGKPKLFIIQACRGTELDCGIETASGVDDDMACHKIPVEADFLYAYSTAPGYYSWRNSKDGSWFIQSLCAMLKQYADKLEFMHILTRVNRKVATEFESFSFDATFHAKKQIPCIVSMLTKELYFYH
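Test system: Procaspase-3 D3A mutant, all three cleavage aspartates alanine | Dosing: Single dose, 8.5 µM nominal compound, 0.8% DMSO | Schedule: 1 h preincubation, 2 h reaction | Technique: 405 nm absorbance of p-nitroaniline, reads at 0 and 120 min | Repeats: One well per compound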
VLA-4 inh – inhibition in human VLA-4 binding assay, primary screen, VLA-4 allosteric modulator project, MLPCN library, flow cytometry, VLA-4 expressing cells; ligand binding flow cytometry; inhibition, % (about 7 µM as worked out from the volumes in the protocol); 330,000 tested, 0.2% active; in the data active = inhibition above about 50%
PP1 inh – PP1-alpha phosphatase inhibitors, primary screen, counter-screen for PP5 inhibitor project, biochemical, fluorescence, OMFP substrate, single point; purified PP1alpha; inhibition, % at 6.7 µM; 320,000 tested, 0.9% active; AID 2235, 2010;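 active = inhibition above the mean inhibition of all tested compounds plus 3 SD, computed separately for each screening campaign, cut at about 15% in these data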
Target sequence (P62136 whole entry, looked up): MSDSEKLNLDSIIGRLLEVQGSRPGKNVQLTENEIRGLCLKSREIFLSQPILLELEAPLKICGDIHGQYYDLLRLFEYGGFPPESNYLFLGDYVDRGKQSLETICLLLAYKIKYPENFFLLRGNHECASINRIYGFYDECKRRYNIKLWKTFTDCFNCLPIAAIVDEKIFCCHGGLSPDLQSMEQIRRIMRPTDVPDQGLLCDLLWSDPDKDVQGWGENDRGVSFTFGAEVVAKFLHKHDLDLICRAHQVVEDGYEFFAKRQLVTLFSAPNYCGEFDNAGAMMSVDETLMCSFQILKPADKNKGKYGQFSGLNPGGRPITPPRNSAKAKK
CTSL1 counter – Fasciola hepatica cathepsin L1 inhibitors, primary screen, counter-screen for PFM18AAP inhibitor project, biochemical, QFRET, fluorogenic peptide substrate. recombinant F. hepatica cathepsin L1, Z-Leu-Arg-MCA fluorescence. inhibition, % at 5.96 µM. 300,000 tested, 0.49% active. AID 1906, 2009;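 active = inhibition above the mean of all tested compounds plus 3 SD, set per screening campaign, cut at about 17% in these data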;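 note: 0% = plate median of test compound wells and 100% = 1 µM Z-Phe-Ala-diazomethylketone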
core dimer inh – inhibitors of HCV core protein dimerization, primary screen, biochemical, TR-FRET, high-throughput; TR-FRET GST/Flag-core106 dimerization, 1536-well; inhibition, % at 5 µM; 300,000 tested, 0.33% active;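 active = inhibition above the mean of all tested compounds plus 3 SD, set per screening campaign, cut at about 45% in these data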
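Assay system – GST-tagged and Flag-tagged HCV core protein residues 1-106 · Quantity – core106 proteins, GST 13.5 nM and Flag 17 nM · Benchmarks – unlabelled core106 and no-GST-core106 wells · Read-out basis – percent inhibition of core106 dimerization signal · Detection – time-resolved FRET, ex 340 nm, em 617 and 671 nm · Schedule – 4 h at 22.5 °C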
GASC-1 inh – inhibitors of GASC-1 histone demethylase, primary screen, biochemical, fluorescence, DELFIA europium. AID 2099, 2009. inhibition, % at 2.35 µM. GST-JMJD2C(1-420) H3K9me3 demethylation. 330,000 tested, 0.069% active;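 active = more than half of a compound's replicate wells show inhibition beyond 50%, single wells judged on their own value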;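 note: signal counts dimethyl H3K9 product captured on neutravidin plate; 0% = median of DMSO wells and 100% = 0.3 times that DMSO median; strong numbers were not always called active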
GRK2 aptamer HTS – compounds blocking aptamer binding on GRK2 – biochemical, human GRK2, bead flow cytometry, HTS, primary screen | Beta-adrenergic receptor kinase 1 (Homo sapiens), P25098 | FAM-aptamer displacement from GRK2 | 330,000 tested, 0.59% active | inhibition of aptamer binding, % at 10 µM | AID 488847, 2010;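 active = inhibition of aptamer binding above 40%, roughly 3 SD of noise, on plates passing a quality check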;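 note: median bead fluorescence of bound FAM aptamer so fluorescent compounds give negative values; no value below 0 was filed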
PP5 inh – PP5 phosphatase inhibitors, primary screen, biochemical, fluorescence; Serine/threonine-protein phosphatase 5 (Homo sapiens), P53041; purified PP5c, OMFP substrate fluorescence; inhibition, % at 6.7 µM; 320,000 tested, 0.18% active; AID 1987, 2009;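 active = inhibition above the campaign's mean inhibition across all tested compounds plus 3 SD, cut at about 9.5% in these data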;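 note: 0% = DMSO only and 100% = 100 µM cantharidin control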
Target sequence (P53041 whole entry, looked up): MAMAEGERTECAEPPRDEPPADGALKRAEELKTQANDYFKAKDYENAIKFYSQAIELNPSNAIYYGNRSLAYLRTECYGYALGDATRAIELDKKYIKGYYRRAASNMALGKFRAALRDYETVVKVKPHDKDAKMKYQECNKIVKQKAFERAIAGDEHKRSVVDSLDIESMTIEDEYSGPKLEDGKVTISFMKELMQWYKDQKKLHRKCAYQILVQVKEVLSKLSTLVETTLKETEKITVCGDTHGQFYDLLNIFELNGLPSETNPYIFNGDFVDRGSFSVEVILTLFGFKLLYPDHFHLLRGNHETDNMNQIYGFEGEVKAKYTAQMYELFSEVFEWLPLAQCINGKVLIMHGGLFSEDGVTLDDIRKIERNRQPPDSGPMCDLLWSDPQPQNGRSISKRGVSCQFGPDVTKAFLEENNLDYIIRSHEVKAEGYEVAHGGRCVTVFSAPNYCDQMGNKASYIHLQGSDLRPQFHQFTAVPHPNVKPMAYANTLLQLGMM
procasp7 counter – procaspase-7 activators, primary screen, counter-screen for procaspase-3 activator project, biochemical, absorbance, HTS, human; Caspase-7 (Homo sapiens), P55210; recombinant procaspase-7, Ac-DEVD-pNA absorbance 405 nm; D23A/D198A/D206A triple mutant, cannot self-cleave; scale: DMSO 0, 5 µM enzyme 100; activation, % at 8.5 µM; 330,000 tested, 0.093% active;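 active = percent activation above the screen-wide mean plus 3 SD, cut at about 25% in these data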
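Replicates: singlicate. Assay system: Procaspase-7 triple mutant (PC-7 D3A). Signal: 405 nm absorbance of p-nitroaniline. Times: 1 h preincubation, 2 h reaction. Buffer or medium: Zinc-free HEPES pH 7.4 with 300 mM NaCl, 0.01% Triton X-100. Also added: DEVD-pNA substrate. Benchmarks: DMSO wells as 0%, DMSO with 5 µM added PC-7 as 100%.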
Starred values were filed as active, the others as inactive; · = no result given.

Results follow in this order: proCasp3 act	VLA-4 inh	PP1 inh	CTSL1 counter	core dimer inh	GASC-1 inh	GRK2 aptamer HTS	PP5 inh	procasp7 counter
#1 CC(=O)NC(=S)NNC(=O)c1ccc(Br)cc1
→ -11	14	1	9	-4	8	0	-2.0	-7
#2 CN(C)S(=O)(=O)c1ccc(NC(=O)CN2CCCCCC2)cc1
→ -2	-6	-1	1	2	0	0	-0.8	9
#3 O=C(O)c1cccc(Nc2nc(C(F)(F)F)nc3ccccc23)c1
→ 0	5	0	3	3	4	1	-0.4	5
#4 CCC(=O)Nc1ccc(C(=O)NNC(=O)c2cccs2)cc1
→ -2	-1	-2	-11	-1	-10	0	4.2	-2
#5 CN(c1ccc(F)cc1)S(=O)(=O)c1ccc(Cl)c(C(=O)OCC(=O)NCc2ccco2)c1
→ 3	10	0	-7	4	9	4	1.2	7
#6 COc1cccc(-c2cc(C(=O)Nc3cccnc3)c3ccccc3n2)c1
→ -8	7	-9	-4	5	2	0	1.9	5
#7 Cc1ccc(C2=NN(C(=O)CSc3nc4ncc(Cl)cc4[nH]3)C(c3ccco3)C2)cc1 (centres undefined)
→ -2	2	3	1	12	4	2	2.4	-8
#8 CC(C)OC(=O)/C(=C/c1ccc2c(c1)c1ccccc1n2C)NC(=O)c1ccccc1
→ 3	9	7	2	24	19	2	3.5	15
#9 COCCNC(=O)CSc1nc2ccc(N3CCOCC3)cc2c(=O)n1Cc1ccc(OC)cc1
→ -3	-9	-2	1	1	-4	0	1.6	12
#10 N=c1n(CCO)c2ccccc2n1CCOc1ccccc1
→ 10	6	-3	1	-4	-9	0	-3.7	1
#11 Cc1ccc(C(=O)NC(=S)Nc2cccnc2Cl)cc1
→ -1	3	4	3	-11	1	0	4.3	0
#12 CCOc1ccc(NC(=O)COC(=O)CCS(=O)(=O)c2ccc(C)cc2)cc1
→ 6	1	-6	-55	-3	-1	0	0.1	8
#13 CC1CCCN(CC(=O)Nc2cc(Cl)ccc2Oc2ccccc2)C1 (centres undefined)
→ 4	6	2	6	4	9	1	2.4	0
#14 CCn1nc(NC(=O)Cc2ccc(OC)cc2)c2cc3cc(C)ccc3nc21
→ 0	-2	-9	-2	-3	3	0	-0.4	5
#15 Cc1ccsc1-c1nc(CN2CCCC2c2ccc(F)cc2)c(C)o1 (centres undefined)
→ 2	9	0	0	13	-7	0	0.8	0
#16 COCc1ccc(CN2CCC(n3nccc3NC(=O)C(OC)c3ccccc3)CC2)o1 (centres undefined)
→ -6	-13	-5	3	-7	-1	0	3.7	1
#17 Cc1cc(C)c2[nH]c(O)c(N=NC(=S)NCC3CCCO3)c2c1 (centres undefined)
→ 0	7	-1	-2	3	1	0	0.3	6
#18 O=C(CCc1ccccc1)N1CCCC(Nc2ccc(F)cc2)C1 (centres undefined)
→ 4	-10	-2	-2	9	6	0	1.0	8
#19 COc1cc(S(=O)(=O)NCc2ccccc2)ccc1Br
→ -5	12	1	0	2	-16	0	-2.4	8
#20 CN1CCN(c2ccccc2NC(=O)c2ccccc2F)CC1
→ 2	0	-3	-4	4	2	2	2.7	2
#21 Cc1ccc(C23OC(=O)C(C)(C)C2OC(=O)C3(C)C)cc1 (centres undefined)
→ 6	-2	0	-4	0	-1	2	-1.4	15
#22 COc1ccc(CC(NC(C)=O)C(=O)NC2CCN(c3c(Cc4ccccc4)c(C)nc4ncnn34)CC2)c(OC)c1 (centres undefined)
→ 5	34	-5	0	4	-14	2	0.5	-6
#23 Cc1cc(C)c(NC(=O)CNC(=O)[C@@H]2CCCN2C(=O)c2cccs2)c(C)c1
→ 8	-4	-2	·	·	-3	0	-0.5	7
#24 CCCC1=[N+](CC(=O)c2ccccc2)CCn2c(C)ccc21
→ -2	19	-4	2	-9	-14	2	2.5	-3
#25 Cc1ccc(-n2ncc(C(=O)NC3CC3)c2C2CCN(C(=O)OC(C)(C)C)CC2)c(C)c1
→ 5	-2	-9	16	-8	8	4	-6.1	-4
#26 COc1ccc(CCNC(=O)CN2C(=O)COc3ccc(S(=O)(=O)N4CCCC4)cc32)cc1OC
→ -2	8	-1	-3	-4	6	6	1.2	-2
#27 CC1(C)Cc2ccccc2C(C(Cc2ccccc2)C(N)=O)=N1 (centres undefined)
→ 6	11	-4	1	0	-1	2	-0.4	-1
#28 CC(C)(C)c1cc(C(=O)N2CCc3ccccc3C2)ccn1
→ 12	-2	-1	-3	3	-1	0	2.3	-7
#29 COc1ccc(Cl)cc1S(=O)(=O)N1CCC(C(=O)NC2CC2)CC1
→ -6	-1	-2	0	-3	11	0	3.3	-3
#30 CC1=Nn2c(nnc2-c2ccccc2Cl)SC1
→ 2	3	-4	2	1	2	0	1.6	0

Eleven of these compounds in another layout.
#	SMILES	proCasp3 act	VLA-4 inh	PP1 inh	CTSL1 counter	core dimer inh	GASC-1 inh	GRK2 aptamer HTS	PP5 inh	procasp7 counter
20	CN1CCN(c2ccccc2NC(=O)c2ccccc2F)CC1	2	0	-3	-4	4	2	2	2.7	2
21	Cc1ccc(C23OC(=O)C(C)(C)C2OC(=O)C3(C)C)cc1 (centres undefined)	6	-2	0	-4	0	-1	2	-1.4	15
22	COc1ccc(CC(NC(C)=O)C(=O)NC2CCN(c3c(Cc4ccccc4)c(C)nc4ncnn34)CC2)c(OC)c1 (centres undefined)	5	34	-5	0	4	-14	2	0.5	-6
23	Cc1cc(C)c(NC(=O)CNC(=O)[C@@H]2CCCN2C(=O)c2cccs2)c(C)c1	8	-4	-2	·	·	-3	0	-0.5	7
24	CCCC1=[N+](CC(=O)c2ccccc2)CCn2c(C)ccc21	-2	19	-4	2	-9	-14	2	2.5	-3
25	Cc1ccc(-n2ncc(C(=O)NC3CC3)c2C2CCN(C(=O)OC(C)(C)C)CC2)c(C)c1	5	-2	-9	16	-8	8	4	-6.1	-4
26	COc1ccc(CCNC(=O)CN2C(=O)COc3ccc(S(=O)(=O)N4CCCC4)cc32)cc1OC	-2	8	-1	-3	-4	6	6	1.2	-2
27	CC1(C)Cc2ccccc2C(C(Cc2ccccc2)C(N)=O)=N1 (centres undefined)	6	11	-4	1	0	-1	2	-0.4	-1
28	CC(C)(C)c1cc(C(=O)N2CCc3ccccc3C2)ccn1	12	-2	-1	-3	3	-1	0	2.3	-7
29	COc1ccc(Cl)cc1S(=O)(=O)N1CCC(C(=O)NC2CC2)CC1	-6	-1	-2	0	-3	11	0	3.3	-3
30	CC1=Nn2c(nnc2-c2ccccc2Cl)SC1	2	3	-4	2	1	2	0	1.6	0

Later entries:
Results follow in this order: proCasp3 act	VLA-4 inh	PP1 inh	CTSL1 counter	core dimer inh	GASC-1 inh	GRK2 aptamer HTS	PP5 inh	procasp7 counter
#31 CCCCn1c(N)c(N(CCOC)C(=O)CSCc2ccccc2C)c(=O)[nH]c1=O
→ 10	17	-4	-1	-1	-13	0	-1.7	10
#32 Cc1nn(Cc2ccc(C(=O)N3c4ccc(F)cc4CCC3C)o2)c(C)c1Br (centres undefined)
→ 0	10	-2	-1	7	-2	1	3.4	4
#33 CCC(C)(C)NC(=O)C(c1ccc(F)cc1)N(CCOC)C(=O)CCC(=O)Nc1nccs1 (centres undefined)
→ 4	6	-2	3	2	-15	0	0.6	7
#34 CCOC(=O)N1CCN(S(=O)(=O)c2ccc(Br)s2)CC1
→ -4	9	-2	7	2	-2	0	1.9	-9
#35 Cc1ccc(NC(=O)COC(=O)C(NS(=O)(=O)c2ccc(Cl)cc2)C(C)O)cc1 (centres undefined)
→ -3	12	1	-5	-5	-14	2	-1.0	-2
#36 CC(C)C(OC(=O)CCCC(=O)Nc1nccs1)C(=O)NC1CCCCC1 (centres undefined)
→ 10	10	-10	-36	-2	18	6	0.7	2
#37 O=[N+]([O-])c1cc(S(=O)(=O)NCCCN2CCOCC2)ccc1Cl
→ -1	-4	2	2	-11	2	0	1.6	-2
#38 O=C(Cc1n[nH]c(=O)c2ccccc12)Nc1cccc(S(=O)(=O)N2CCCC2)c1
→ 10	8	-3	3	-1	2	0	-1.8	6
#39 CC(=O)c1ccc(S(=O)(=O)NCCC(=O)NC(C)c2ccncc2)cc1 (centres undefined)
→ 9	-1	-2	·	·	·	18	-0.1	9
#40 COC(=O)CSc1nnc(CNC(=O)Cc2ccccc2)n1C
→ 0	0	1	-1	-3	1	0	2.6	2
#41 O=C1NC(=O)/C(=C\c2ccc(OCc3cnc(Cl)s3)cc2)S1
→ 5	6	-6	-4	3	6	4	-3.3	1
#42 COC(=O)c1cc(OC)c(OC)cc1N1C(=O)CCCC1=O
→ 7	-11	-2	3	4	13	0	1.2	-4
#43 Cc1ccc(NC(=O)Cn2cc(S(=O)(=O)c3ccccc3)c(=O)c3cc(F)ccc32)cc1
→ 3	37	0	-1	10	-4	0	-2.1	10
#44 Cc1c(/C=N/Nc2ccc([N+](=O)[O-])cn2)c2ccccc2n1Cc1ccccc1
→ 5	-52	-1	-3	-2	-6	0	0.8	10
#45 Cc1cccc(C(C)(C)C)c1OCCCCN1CCCC1
→ 4	-7	1	6	1	-11	0	0.4	8
#46 CCOc1ccc(S(=O)(=O)N2CCCC(C(=O)NC3CC3)C2)cc1Cl (centres undefined)
→ 0	-13	-4	-1	1	28	0	-0.6	10
#47 O=C(CCc1nnc2ccc(N3CCCCC3)nn12)NCC1CCN(Cc2ccc(F)cc2)CC1
→ 6	0	-1	-4	2	-44	0	0.8	14
#48 CCOc1ccc(NS(=O)(=O)c2ccc(C(=O)NC3CCC(O)CC3)cc2)cc1 (centres undefined)
→ 5	-7	5	0	-9	15	0	0.8	-6
#49 Cc1ccccc1NC(=O)Cc1nc(-c2ccc3ccccc3c2)cs1
→ -1	-23	-1	0	-2	-4	7	0.9	8
#50 COc1cc(C(c2c(C(=O)O)[nH]c3ccccc23)c2c(C(=O)O)[nH]c3ccccc23)ccc1OCc1ccccc1
→ 2	-1	19*	1	36	-32	3	5.0	-1
#51 CCOc1ccc(-c2c(=O)n(OCc3ccccn3)c3ccccc3[n+]2[O-])cc1
→ -2	4	-1	-1	-2	7	8	0.8	12
#52 CCOC(=O)C1=C(CCl)NC(=O)NC1c1ccc2c(c1)OCO2 (centres undefined)
→ 5	6	1	0	7	2	·	1.8	-2
#53 COc1ccc(C2C(C(=O)Nc3cc(C)on3)c3ccccc3C(=O)N2C)cc1OC (centres undefined)
→ -7	-1	2	-20	-4	-11	2	-0.4	4

Screening data as filed in PubChem BioAssay.
